# BaF3 parental = parental Ba/F3 cell viability inhibition, counter-screen for JAK2V617F inhibitor project, murine pro-B, CellTiter-Glo luminescence | CellTiter-Glo ATP luminescence | inhibition, % at 5.6 µM | 220,000 tested, 1.1% active;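 active = inhibition above a per-campaign cutoff, the mean inhibition of all tested compounds plus 3 SD, cut at about 27% in these data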;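 note: 0% = DMSO wells and 100% = JAK Inhibitor I control wells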
# NPY2 pot ag = NPY-Y2 potentiators or agonists, primary screen, cell-based | cells expressing NPY-Y2, potentiator/agonist read-out | activation, % at 3.6 µM | 220,000 tested, 0.45% active | AID 1359, 2008; in the data active = activation above about 27%;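 note: cells stimulated with NPY near EC25 plus isoproterenol at EC100; 0% = vehicle plus submaximal agonist and 100% = vehicle plus saturating agonist; some results beyond the cut were filed as inactive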
# Target sequence (P49146 whole entry, looked up): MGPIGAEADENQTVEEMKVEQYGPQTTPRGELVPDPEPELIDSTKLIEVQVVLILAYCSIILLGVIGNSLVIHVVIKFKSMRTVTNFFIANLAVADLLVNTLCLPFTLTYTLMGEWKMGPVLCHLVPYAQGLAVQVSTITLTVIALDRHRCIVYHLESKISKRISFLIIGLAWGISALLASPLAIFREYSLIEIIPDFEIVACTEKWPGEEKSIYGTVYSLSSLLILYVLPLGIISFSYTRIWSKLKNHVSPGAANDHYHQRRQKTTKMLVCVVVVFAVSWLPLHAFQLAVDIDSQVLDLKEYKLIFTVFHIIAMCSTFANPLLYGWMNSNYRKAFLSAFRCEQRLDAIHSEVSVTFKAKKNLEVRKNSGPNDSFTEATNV
# CHOP inhibitor = inhibitors of CHOP promoter induction, primary screen, cell-based, unfolded protein response, luciferase reporter; CHO-K1 CHOP-promoter luciferase, tunicamycin-induced, 15-18 h; inhibition, % at 10 µM; 220,000 tested, 3.8% active; AID 2732, 2010;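 active = compounds that reduced the stress-induced luciferase reporter signal by more than about 70% of percent inhibition, limit read from the data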;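 note: 0% = tunicamycin plus vehicle and 100% = wells without tunicamycin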
# p47phox inh = p47phox/p22phox peptide binding inhibitors, primary screen, biochemical, uHTS, NADPH oxidase regulatory subunit; Neutrophil cytosol factor 1 (Homo sapiens), P14598; fluorescence polarization, 2 h; inhibition, % at 24.7 µM; 220,000 tested, 0.53% active; AID 1274, 2008;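 active = inhibition above about 30%, limit read from the data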;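 note: 0% = p47phox with labelled peptide and 100% = labelled peptide alone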
# Ba/F3 V617F tox = reduced viability of JAK2V617F-dependent Ba/F3 cells, primary screen, JAK2V617F inhibitor project, cell-based, Ba/F3 EpoR-JAK2V617F, luminescence; ATP luminescence; inhibition, % at 5.6 µM; 220,000 tested, 1.1% active;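 active = inhibition above the campaign mean plus 3 SD over all tested compounds, cut at about 24% in these data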;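 note: cytokine-independent growth of Ba/F3 cells driven by EpoR plus mutant JAK2; 0% = DMSO-treated cells and 100% = JAK inhibitor I control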
# NPY Y1 blocker = NPY-Y1 receptor antagonists, primary screen, cell-based; 200,000 tested, 1% active; HEK293-CNG Y1 cells, membrane potential fluorescence; NPY at EC95, then isoproterenol; inhibition, % at 3.6 µM; AID 1040, 2008; Neuropeptide Y receptor type 1 (Homo sapiens), P25929;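 active = inhibition above the campaign mean inhibition of all tested compounds plus 3 SD, cut at about 20% in these data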;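 note: 0% = DMSO wells given NPY plus isoproterenol and 100% = isoproterenol alone without NPY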
#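 Material: Y1- and CNG-channel-expressing HEK293 cells / Probe or stimulus: NPY 25 nM then isoproterenol 1 µM plus Ro 20-1724 25 µM / Doses: 3.6 µM single dose, DMSO 0.4% / Schedule: compound incubation 1 h at room temperature, readout 45 min post-stimulation / Signal: membrane potential fluorescence / Benchmarks: isoproterenol-only wells as full block versus NPY-plus-isoproterenol wells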
# S1P4 antag = S1P4 receptor antagonists, primary screen, cell-based; Sphingosine 1-phosphate receptor 4 (Homo sapiens), O95977; S1P4-expressing cells, antagonist mode, reporter read-out; inhibition, % at 4.98 µM; 220,000 tested, 0.26% active; in the data active = inhibition above about 29%;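 note: 0% = wells stimulated with agonist and 100% = vehicle wells without agonist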
# Target sequence (O95977 whole entry, looked up): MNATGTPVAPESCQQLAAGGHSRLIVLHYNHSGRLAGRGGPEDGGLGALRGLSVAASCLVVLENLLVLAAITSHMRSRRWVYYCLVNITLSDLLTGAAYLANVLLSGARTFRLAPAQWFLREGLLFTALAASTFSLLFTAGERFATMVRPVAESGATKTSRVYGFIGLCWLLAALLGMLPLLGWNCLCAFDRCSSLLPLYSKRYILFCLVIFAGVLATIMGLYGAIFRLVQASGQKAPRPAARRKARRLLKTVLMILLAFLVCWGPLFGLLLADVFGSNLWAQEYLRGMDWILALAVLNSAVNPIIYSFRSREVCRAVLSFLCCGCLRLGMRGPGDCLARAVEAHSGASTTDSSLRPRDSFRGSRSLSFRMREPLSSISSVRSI
# NPY1 pot ag = NPY-Y1 receptor potentiators or agonists, primary screen, cell-based. 220,000 tested, 0.37% active. Neuropeptide Y receptor type 1 (Homo sapiens), P25929. AID 1304, 2008. activation, % at 3.6 µM. NPY-Y1 expressing cells, potentiator/agonist activation; in the data active = activation above about 33%, passing the limit was not always enough;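 note: cells stimulated with NPY at EC10 then isoproterenol at EC100; 0% = low agonist plus stimulus and 100% = saturating agonist plus stimulus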
# S1P4 ag = S1P4 receptor agonists, primary screen, cell-based | Sphingosine 1-phosphate receptor 4 (Homo sapiens), O95977 | S1P4-expressing cell line, agonist reporter assay | activation, % at 4.98 µM | 220,000 tested, 0.35% active | AID 1509, 2009; in the data active = activation above about 11%;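 note: 0% = DMSO vehicle and 100% = reference agonist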
# * marks the source's active call; other numbers are inactive results; nt = not tested or not shown.
# Sample of the layout, 2 compounds:
SMILES,BaF3 parental,NPY2 pot ag,CHOP inhibitor,p47phox inh,Ba/F3 V617F tox,NPY Y1 blocker,S1P4 antag,NPY1 pot ag,S1P4 ag
Cc1ccc(-c2nc(N)sc2CC(=O)OCC(=O)NCCC(C)C)cc1,0.8,12.7,17.6,-25.7,-4.4,0.7,5.9,12.6,0.8
Cc1cnc(C(=O)OCC(=O)NC2CCCC(C)C2C)cn1 (centres undefined),0.9,-2.6,-20.5,-11.1,1.8,0.8,-5.5,-3.2,1.3

# The whole of this part, repeating the preview:
SMILES,BaF3 parental,NPY2 pot ag,CHOP inhibitor,p47phox inh,Ba/F3 V617F tox,NPY Y1 blocker,S1P4 antag,NPY1 pot ag,S1P4 ag
Cc1ccc(-c2nc(N)sc2CC(=O)OCC(=O)NCCC(C)C)cc1,0.8,12.7,17.6,-25.7,-4.4,0.7,5.9,12.6,0.8
Cc1cnc(C(=O)OCC(=O)NC2CCCC(C)C2C)cn1 (centres undefined),0.9,-2.6,-20.5,-11.1,1.8,0.8,-5.5,-3.2,1.3
COCCNC(=S)NNc1ccccc1[N+](=O)[O-],0.5,21.9,19.0,2.6,-2.1,-0.2,2.9,18.8,0.1
COc1ccc(N=Cc2c(O)c3ccccc3n2C(C)=O)cc1,-2.6,-4.2,-5.2,31.2*,2.9,nt,-13.4,-0.3,2.5
Cc1nn(CC2CC2)c(=O)n1N(C)c1ncc(C(F)(F)F)cc1Cl,6.5,5.8,10.9,-12.3,1.5,-5.3,-11.2,1.4,0.0
CC(O)CNc1nc2c(c(=O)n(C)c(=O)n2C)n1Cc1cccc(C(F)(F)F)c1 (centres undefined),3.9,-4.0,7.1,-13.3,-1.5,-1.7,5.1,-34.2,2.2
CCS(=O)(=O)N1CCCC(C(=O)NCc2ccccc2Cl)C1 (centres undefined),3.2,-1.8,1.9,-1.6,-1.7,4.1,-17.2,-10.1,0.8
CC(C)(C)c1ccc(-n2nc(C#N)c(Cl)cc2=O)cc1,-10.6,61.1*,107.7*,7.8,14.7,1.3,110.0*,67.3*,-5.8
O=C(Nc1nccs1)c1ccc(COc2ccccc2Cl)o1,9.7,8.6,4.8,-18.2,5.6,2.1,-3.3,-3.5,1.1
Cc1ccccc1CN(CC1CCC(C(=O)O)CC1)C(=S)Nc1ccccc1F (centres undefined),4.3,-1.6,4.3,-7.6,1.1,-0.1,-0.7,11.4,-0.1
CN1C=CC=C/C1=C1\SC(=S)N(Cc2ccccc2)C1=O,2.6,17.0,12.0,0.2,-0.9,-5.0,1.9,21.1,0.8
COc1ccc2c(c1)CCc1c(C(=O)NCc3cccnc3)noc1-2,3.9,-12.9,6.2,-8.6,-1.7,-3.9,-9.0,-4.9,-0.3
O=C(NC1CCCCC1)C(c1ccc2ncccc2c1)N(Cc1ccc(F)cc1)C(=O)c1ccc2c(c1)OCCO2 (centres undefined),-0.1,-5.2,27.9,-3.5,-1.9,7.5,-3.1,-28.9,3.1
CC(=O)/C=C(\C)NCCNc1c(F)c(F)c(CO)c(F)c1F,-3.3,4.2,5.4,-11.9,-4.2,-3.0,-7.8,15.8,-0.6
Cc1cc(C)c2ccc(=S)[nH]c2n1,1.2,-1.7,-1.8,-2.7,3.2,3.0,-10.2,-2.0,0.3
CN(C)CCNC(=O)/C(=C/c1ccc(-c2ccc(Cl)cc2Cl)o1)NC(=O)c1ccccc1,6.3,-23.0,44.6,31.8*,0.2,5.4,2.4,-24.6,-0.6
Nc1ccc(-c2nc3ccccc3[nH]2)cc1,9.5,2.3,-7.7,-5.3,3.9,4.0,-11.1,-4.1,-0.5
COc1ccc(CCN2C(=O)CC(Cc3cccc(C)c3)C2=O)cc1OC (centres undefined),8.0,-14.6,10.6,-1.8,6.0,10.5,-3.8,-4.8,1.1
O=C(CSc1nc2ccccc2[nH]1)c1cccs1,3.9,-1.8,13.6,-3.5,0.0,-0.7,3.2,-8.8,-1.2
CN1CCCN(C(=O)C2CCC(C(=O)N3CCCN(C)CC3)CC2)CC1 (centres undefined),8.9,-7.5,5.0,-15.3,2.2,0.0,-16.3,-4.3,2.5

# Given bar-delimited: entries from further up.
SMILES | BaF3 parental | NPY2 pot ag | CHOP inhibitor | p47phox inh | Ba/F3 V617F tox | NPY Y1 blocker | S1P4 antag | NPY1 pot ag | S1P4 ag
COc1ccc(CCN2C(=O)CC(Cc3cccc(C)c3)C2=O)cc1OC (centres undefined) | 8.0 | -14.6 | 10.6 | -1.8 | 6.0 | 10.5 | -3.8 | -4.8 | 1.1
O=C(CSc1nc2ccccc2[nH]1)c1cccs1 | 3.9 | -1.8 | 13.6 | -3.5 | 0.0 | -0.7 | 3.2 | -8.8 | -1.2
CN1CCCN(C(=O)C2CCC(C(=O)N3CCCN(C)CC3)CC2)CC1 (centres undefined) | 8.9 | -7.5 | 5.0 | -15.3 | 2.2 | 0.0 | -16.3 | -4.3 | 2.5

# Additional entries follow.
SMILES,BaF3 parental,NPY2 pot ag,CHOP inhibitor,p47phox inh,Ba/F3 V617F tox,NPY Y1 blocker,S1P4 antag,NPY1 pot ag,S1P4 ag
Cc1ccccc1C(=O)N1CCN(c2ccc(NC(=O)c3cccnc3Cl)cc2)CC1,-1.3,-4.0,34.8,-7.7,-3.6,-0.7,-4.9,17.7,-0.3
C/C=C/C(=O)OCC(=O)Nc1cccc(F)c1,8.1,-2.7,-0.8,-7.4,1.4,0.1,-4.0,-8.9,-0.7
CCC(=O)OCC(=O)Nc1cc([N+](=O)[O-])ccc1OC,3.3,2.7,17.1,4.5,1.1,3.1,-29.9,-0.2,-0.2
CCOc1cccc(/C=N/Nc2ccc(S(=O)(=O)N(CC)CC)cn2)c1O,2.0,-8.4,51.6,-12.1,-2.6,-3.3,-15.6,-14.2,-1.5
C/C(N)=C(/C#N)C(=O)COC(=O)CSc1ccccc1,4.3,-12.5,-17.9,12.8,3.1,-0.3,-8.0,-15.2,0.5
NNc1nnc(-c2ccccc2)c(-c2ccccc2)n1,3.8,9.5,-10.3,6.2,0.9,1.2,-3.6,5.4,-1.5
O=C(CCn1nnc2ccccc21)N/N=C\Cc1ccccc1,2.6,0.7,2.3,7.4,2.7,0.2,-16.0,7.0,-0.7
C=CCn1c(SCC(=O)Nc2cccc3ccccc23)nnc1-c1cnccn1,-0.4,-3.7,29.7,-5.8,-2.8,-3.6,-8.4,16.6,-0.2
COc1ccc2c(CC(=O)NC3CCCc4ccccc43)coc2c1 (centres undefined),3.5,5.9,9.9,-6.6,-2.6,0.2,-12.4,-14.4,-0.5
O=C1OC(c2ccc(Br)cc2)=N/C1=C\c1ccco1,1.3,-13.0,22.0,-8.1,3.6,3.5,-24.7,-4.5,-1.0
NC(=O)C1CCN(c2nc(-c3ccccc3)nc3ccccc23)CC1,2.9,-2.4,24.8,-1.7,-1.9,-2.7,0.7,-3.9,-1.6
CN(C)/C=N/c1nc2ccc3c(c2s1)CCCC3,2.5,0.9,nt,nt,0.3,-1.3,3.9,24.2,-0.2
N=c1c(C(=O)NCc2ccco2)cc2c(=O)n3ccccc3nc2n1CC1CCCO1 (centres undefined),0.7,-7.9,nt,nt,0.3,8.2,-4.0,4.4,4.6
CCNC(=O)C(CCSC)NS(=O)(=O)c1ccc(C)cc1 (centres undefined),-0.3,-2.3,6.1,-0.3,2.0,nt,-8.9,1.2,3.0
C=CCOC(=O)c1[nH]c2c(c1C)C(=O)CC(c1ccco1)C2 (centres undefined),83.6*,0.3,nt,-18.2,82.1*,10.7,2.4,-13.1,-0.6
O=C(CN1CCCC1)Nc1ccc(NC(=O)Nc2ccccc2)cc1,4.7,23.1,-2.2,-0.1,1.6,-0.9,-14.6,5.8,-1.0
Cc1cccc(NC(=O)C2c3ccccc3C(=O)N3CCc4ccccc4C23)n1 (centres undefined),3.7,-8.3,31.9,-4.7,4.3,12.7,-3.6,-6.8,0.8
COc1c(O)cccc1-c1nnn(CCC(=O)OCC(=O)c2ccccc2)n1,2.0,2.7,25.0,-17.6,-0.4,10.1,-20.2,7.6,-1.8
Oc1cccc2cc3cccc(O)c3c(O)c12,1.1,15.6,-13.0,20.8,-1.8,-2.0,-16.4,3.7,1.4
Cc1ccc2occ(/C=N/NC(N)=S)c(=O)c2c1,6.2,12.1,10.3,-47.7,0.1,-2.7,-16.4,2.5,0.3
CCOc1ccccc1CNC(=O)C1CCCN(c2nc3ccccc3o2)C1 (centres undefined),8.5,-11.3,23.4,6.0,-2.6,7.9,-5.1,-9.0,0.0
CCOc1cc(/C=N/N=C2/NC(=O)C(CC(=O)O)S2)ccc1OS(=O)(=O)c1ccc(C)cc1 (centres undefined),7.8,3.7,4.1,-16.1,-1.0,2.4,-4.0,3.0,0.9
Cc1cc(SCC(=O)c2cccs2)nc2c(C)cccc12,4.3,-24.2,24.1,-16.2,5.0,22.0*,2.9,-19.2,1.7
CCOc1ccc(NC(=O)c2nnn(CC(=O)Nc3ccccc3OC)c2N)cc1,4.2,5.6,-3.0,-9.8,-0.5,-0.1,-24.2,7.7,3.3
O=C(NCCc1cccc(F)c1)/C(=C/c1cccnc1)NC(=O)c1ccccc1,2.4,6.6,14.8,-6.7,-2.7,-1.1,-14.0,5.4,1.1
COC(=O)c1c(NC(=O)c2ccco2)sc(C)c1C,4.7,4.4,59.1,-11.8,2.4,3.9,14.6,-3.4,0.8
N#Cc1c(N2C(=O)Nc3ccccc3N2O)sc2c1CCCCCC2,0.7,-3.8,12.4,1.8,-4.6,5.7,-7.9,6.4,-0.8
COc1cc(C2C(C(=O)N3CCOCC3)=C(C)NC3=C2C(=O)CCC3)ccc1OC(C)=O (centres undefined),3.5,-1.1,3.9,-15.3,-4.5,0.8,-2.6,4.2,0.8
Cc1ccc(OC(C)C)c(CN(CCO)CCO)c1,1.5,-12.1,-10.6,-1.0,-3.1,5.9,-13.1,0.3,1.3
O=C(O)CCCC(=O)Nc1ccc(C(=O)N2CCCCC2)cc1,4.6,6.9,3.3,-15.4,-3.3,0.1,-0.3,4.3,0.9
COCCNC(=O)CS(=O)Cc1nc(-c2ccccc2C)oc1C (centres undefined),0.7,2.3,-12.2,-0.8,-4.6,0.5,0.5,-3.2,-4.6
COc1ccc(C(=O)OCCCN(C)C)cc1OC,0.4,-0.8,19.6,-10.4,-2.2,4.0,-19.9,-3.5,0.1
CNC(=O)c1cc(S(=O)(=O)N(C)C)ccc1Cl,5.2,1.6,23.5,-16.6,-2.3,4.2,-11.7,12.6,-2.7
NNC(=S)Nc1c(F)cc(F)cc1Br,1.1,4.3,-5.9,-5.2,-2.1,nt,0.0,3.0,-0.7
O=[N+]([O-])c1ccccc1SNc1ccc(Br)cn1,4.6,-8.9,22.6,-10.3,3.4,4.4,-1.5,-19.1,-0.2
O=C(CCN1C(=O)c2cccc3cccc(c23)C1=O)Nc1ccccc1,4.2,-5.4,-21.1,-21.0,-0.4,-3.2,-12.6,-5.9,0.3
COc1cccc(Nc2nc3cc(OC)ccc3cc2C#N)c1,1.3,9.4,16.1,-2.8,-3.2,0.0,0.6,6.9,0.8

# Bioassay records deposited in PubChem by several laboratories.
